APP 5'UTR act = activators of APP 5'UTR luciferase reporter, primary screen, SH-SY5Y cells | AID 1276, 2008 | hit rate 1% among 190,000 | SH-SY5Y APP 5'UTR luciferase reporter, luminescence; zero percent = DMSO vehicle wells | activation, % at 2 µM;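 active = activation above a set limit, based on mean plus 3 SD of controls, cut at about 140% in these data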; also: values of inactives mirror those of a sister screen read the other way
DTT redox prof = compounds producing H2O2 with reducing agent – biochemical, NIH compound library profiling, artefact control for MLSCN library redox annotation, primary screen | DTT-dependent redox cycling H2O2, phenol red/HRP absorbance; 100% = 100 µM peroxide control, 0% = buffer | activation, % at 10 µM | hit rate 0.03% among 200,000 | AID 878, 2007;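 active = activation of at least 50% relative to the plate's high and low controls in the primary single-dose screen; inactive = activation below 50%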;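 also: compound incubated with DTT at 0.8 mM final as the reducing agent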
STAT1 act = STAT1 signaling activators, primary screen, cell-based, HTS, luciferase reporter; activation (% of control), % at 5.5 µM; AID 932, 2007; hit rate 2.6% among 200,000; NIH 3T3 STAT1-luciferase reporter, IFN-gamma, luminescence; 100% = IFN-gamma alone, no compound;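 active = activation above the screen-wide mean activation plus 3 SD, cut at about 130% in these data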;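 also: raw ratio to IFN-gamma control signal so 100% means no change and 0% no light; values of inactives mirror those of a sister screen read the other way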
NF-kB expr up = activators of NF-kB expression in neurons, primary screen, cell-based, HTS; fold change at 12.5 µM; human neuronal cells, NF-kB reporter expression; hits give high values; AID 1239, 2008; hit rate 1.6% among 190,000; in the data active = fold change above about 3.3
APP transl inh = inhibitors of APP translation via 5'UTR reporter, primary screen, APP 5'UTR luciferase, SH-SY5Y cells. SH-SY5Y APP 5'UTR-luciferase reporter, luminescence. inhibition, % at 2 µM. hit rate 0.82% among 190,000. AID 1285, 2008;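 active = inhibition above a set limit, derived from the sample mean plus 3 SD, cut at about 45% in these data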; also: values of inactives mirror those of a sister screen read the other way
FLuc inhib CS = firefly luciferase enzyme inhibitors, primary screen, artefact control for luciferase-based inhibitor screens, biochemical, luminescence, ATPLite; 10 min; inhibition, % at 10 µM; hit rate 1.5% among 200,000;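 active = inhibition above about 50% when tested at 10 µM, limit read from the data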
Target sequence (P08659 whole entry, looked up): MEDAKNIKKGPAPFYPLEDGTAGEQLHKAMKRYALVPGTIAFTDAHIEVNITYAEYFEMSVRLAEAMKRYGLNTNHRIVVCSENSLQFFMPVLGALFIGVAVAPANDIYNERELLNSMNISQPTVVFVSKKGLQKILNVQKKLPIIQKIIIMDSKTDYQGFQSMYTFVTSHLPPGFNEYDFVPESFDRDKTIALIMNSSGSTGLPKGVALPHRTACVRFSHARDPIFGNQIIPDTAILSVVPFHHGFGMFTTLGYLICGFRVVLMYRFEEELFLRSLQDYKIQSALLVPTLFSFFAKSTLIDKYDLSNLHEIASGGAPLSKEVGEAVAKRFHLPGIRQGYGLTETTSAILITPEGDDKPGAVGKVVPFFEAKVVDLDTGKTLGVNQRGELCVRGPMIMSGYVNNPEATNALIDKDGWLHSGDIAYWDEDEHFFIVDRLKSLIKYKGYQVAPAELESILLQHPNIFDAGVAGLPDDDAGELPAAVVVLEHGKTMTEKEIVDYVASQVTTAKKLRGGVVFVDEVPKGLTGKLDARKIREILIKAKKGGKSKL
G6PDH CS = L. mesenteroides G6PDH inhibitors, counter-screen for G6PDH-coupled screening assays, biochemical, Leuconostoc mesenteroides enzyme; glucose-6-phosphate dehydrogenase [Leuconostoc mesenteroides]; Purified L. mesenteroides G6PDH, diaphorase/resazurin coupled fluorescence, 45 min; inhibition, % at 5 µM; hit rate 0.12% among 200,000; AID 1020, 2008; in the data active = inhibition above about 50%
Hsp70 activator = Hsp70 transcriptional activators, primary screen, cell-based, HeLa, Hsp70 promoter luciferase, luminescence, 10 µM | HeLa Hsp70 promoter luciferase reporter; scaled: vehicle 0, proteasome-inhibitor control 100% | activation, % at 10 µM | hit rate 0.04% among 200,000 | AID 1203, 2008;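 active = activation above the mean across all tested compounds plus 3 SD, cutoff set per campaign, cut at about 5.5% in these data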;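 also: 100% = MG132 at 30 µM as the positive control and 0% = DMSO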
Efa HMGR inh = inhibitors of E. faecalis class II HMGR, primary screen, biochemical, Enterococcus faecalis; hit rate 0.41% among 190,000; AID 1066, 2008; HMG-CoA reductase (Enterococcus faecalis, mvaE); purified E. faecalis HMGR, NADPH absorbance 340 nm kinetic; inhibition, % at 10 µM;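 active = inhibition above a set limit, the median over all tested compounds plus 3 SD, cut at about 9.5% in these data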;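 also: enzyme runs in reverse so mevalonate oxidation gives rising NADPH absorbance; 0% = complete reaction with DMSO and 100% = background rate lacking mevalonate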
FLuc act counter = FLuc activators, initial screening, artefact control for FLuc-dependent activation tests, biochemical, ATPlite luminescence. ATPlite luciferase biochemical, 10 min; 0 = ATP-free wells, 1 = DMSO control. 200,000 tested, under 10 active. activation factor at 10 µM. Luciferin 4-monooxygenase (Photinus pyralis), P08659;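 active = luciferase activation factor, scaled between plate controls, of at least 2 with compound at 10 µM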
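System: luciferase plus luciferin reagent, cell-free; medium: PBS as buffer for the ATP substrate; dosing: test compounds dosed from 2 mM stocks in 100% DMSO; timing: 10 min post-reagent at room temperature; measured by: luminescence measurement of luciferase light output; evaluation: luciferase activation, seen as luminescence increase over controls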
An asterisk follows results filed as active; . = not tested or not shown.

SMILES	APP 5'UTR act	DTT redox prof	STAT1 act	NF-kB expr up	APP transl inh	FLuc inhib CS	G6PDH CS	Hsp70 activator	Efa HMGR inh	FLuc act counter
Cc1nnsc1Sc1ccccc1	-5.2	-0.3	103.8	0.97	5.2	-3.3	15.0	-0.2	-1.6	1
COC(=O)c1ccc(NC(C)C(=O)OC)c([N+](=O)[O-])c1 (configuration not stated)	-11.5	-0.3	95.8	1.05	11.5	-3.7	0.7	-0.3	0.9	1
CCN(Cc1ccncc1)C(=S)Nc1ccccc1	-12.4	0.8	103.3	1.12	12.4	-3.2	4.2	-0.1	1.6	1
O=C(Nc1ccc(N2C(=O)C3CCCCC3C2=O)cc1Cl)c1cccs1 (configuration not stated)	-8.7	0.0	113.1	1.42	8.7	-10.7	4.3	0.3	-5.8	1.1
O=c1oc(/C=C/c2ccccc2)nc2sc3c(c12)CCC3	8.8	0.4	113.7	1.99	-8.8	42.0	5.7	-0.5	-4.5	0.6
COc1ccc(NS(=O)(=O)/C=C/c2ccc(OC)c(OC)c2)cc1	-4.6	-1.4	98.7	1.02	4.6	-4.8	3.3	-0.1	-8.6	1
CN(C)CCCNCCCNC(=O)c1ccccn1	2.8	1.4	111.1	1.15	-2.8	-6.7	6.9	-0.3	-4.4	1.1
Cc1cccc(NC(=O)CSc2nc(N)c(NC(=O)c3cccs3)c(=O)[nH]2)c1C	-15.9	0.4	97.6	1.16	15.9	-3.7	6.1	0.1	-7.3	1
O=S(=O)(Nc1cccc(-c2nc3cccnc3s2)c1)c1ccc2c(c1)OCCO2	1.5	-2.1	97.3	0.97	-1.5	-7.3	-44.1	-0.3	-2.1	1.1
O=C(Nc1ccc(Oc2ccccc2)cc1)C1CC1	25.5	-0.8	105.4	1.07	-25.5	-0.1	2.1	-0.1	-4.3	1
C=CCOc1ccccc1CNc1ccc2[nH]c(=O)[nH]c2c1	14.2	1.1	97.2	1.16	-14.2	-7.6	5.2	-0.3	-3.2	1.1
Cc1c(C(=O)C(=O)NCC2CCCO2)c2ccccc2n1C (configuration not stated)	-13.1	-0.6	108.7	1.18	13.1	-7.6	-2.8	0.7	-2.4	1.1
CC(NC(=O)c1ccc(F)cc1)c1ccc2c(c1)CCCC2 (configuration not stated)	4.9	-4.2	95.4	1.12	-4.9	-6.3	-1.3	0.3	-0.9	1.1
Cn1c(SCC(=O)Nc2cc(S(=O)(=O)N3CCOCC3)ccc2N2CCOCC2)nnc1-c1ccncc1	-2.9	-0.5	95.6	1.18	2.9	-2.9	-0.2	0.1	1.0	1
CC1(C)CC(=O)C(C=NCCO)=C(O)C1	16.5	0.4	101.2	1.21	-16.5	-4.4	-12.6	0.4	-6.7	1
CC1(C)C2CCC1(C)C(NC(=O)/C=C/c1ccccc1)C2 (configuration not stated)	23.7	0.1	101.6	1.11	-23.7	0.9	2.6	-0.3	-4.5	1
Cc1ccc(-n2cc(-c3ccccc3)c3c(N4CCN(C)CC4)ncnc32)cc1	-25.4	-0.2	92.7	0.85	25.4	-5.5	4.6	0.1	1.5	1.1
CCCn1nnc(NC(=O)c2ccccc2Cl)n1	11.8	2.4	109.7	1.73	-11.8	4.7	22.7	1.1	1.5	1
O=C(/C=C/c1ccccc1)OCc1cncs1	28.5	-0.4	128.8*	2.05	-28.5	1.3	-1.8	-0.1	-0.3	1
COc1cc2c(cc1OC)C1=CC(=O)C(=O)N1C(C)(C)C2	-19.2	-0.4	89.5	0.98	19.2	-3.2	12.1	-0.4	-7.4	1
Cc1cccc(-n2cccc2)c1C#N	-3.2	-2.9	101.1	1.35	3.3	-11.0	7.2	0.1	-2.5	1.1
O=C1C=C(NCc2ccccc2)CCC1	-10.2	0.2	97.4	0.97	10.2	-2.9	-9.7	-0.4	-1.7	1
CN(CC1COc2ccccc2O1)C(=S)Nc1ccccc1F (configuration not stated)	-10.3	-0.2	102.5	1.29	10.3	-3.1	-0.8	-0.1	-1.2	1
CC(C)(C)OC(=O)N/N=C/c1ccc(Br)cc1	129.3	0.4	148.9*	4.47*	-129.3	9.7	-8.5	0.1	2.3	0.9
Cc1ccccc1NC(=O)CSc1nc2n(n1)CCCCC2	3.4	0.1	96.6	0.99	-3.4	-6.1	15.9	-0.2	-2.9	1.1

In another format: results already given.
| SMILES | APP 5'UTR act | DTT redox prof | STAT1 act | NF-kB expr up | APP transl inh | FLuc inhib CS | G6PDH CS | Hsp70 activator | Efa HMGR inh | FLuc act counter |
| --- | --- | --- | --- | --- | --- | --- | --- | --- | --- | --- |
| Cc1ccc(-n2cc(-c3ccccc3)c3c(N4CCN(C)CC4)ncnc32)cc1 | -25.4 | -0.2 | 92.7 | 0.85 | 25.4 | -5.5 | 4.6 | 0.1 | 1.5 | 1.1 |
| CCCn1nnc(NC(=O)c2ccccc2Cl)n1 | 11.8 | 2.4 | 109.7 | 1.73 | -11.8 | 4.7 | 22.7 | 1.1 | 1.5 | 1 |
| O=C(/C=C/c1ccccc1)OCc1cncs1 | 28.5 | -0.4 | 128.8* | 2.05 | -28.5 | 1.3 | -1.8 | -0.1 | -0.3 | 1 |
| COc1cc2c(cc1OC)C1=CC(=O)C(=O)N1C(C)(C)C2 | -19.2 | -0.4 | 89.5 | 0.98 | 19.2 | -3.2 | 12.1 | -0.4 | -7.4 | 1 |
| Cc1cccc(-n2cccc2)c1C#N | -3.2 | -2.9 | 101.1 | 1.35 | 3.3 | -11.0 | 7.2 | 0.1 | -2.5 | 1.1 |
| O=C1C=C(NCc2ccccc2)CCC1 | -10.2 | 0.2 | 97.4 | 0.97 | 10.2 | -2.9 | -9.7 | -0.4 | -1.7 | 1 |
| CN(CC1COc2ccccc2O1)C(=S)Nc1ccccc1F (configuration not stated) | -10.3 | -0.2 | 102.5 | 1.29 | 10.3 | -3.1 | -0.8 | -0.1 | -1.2 | 1 |
| CC(C)(C)OC(=O)N/N=C/c1ccc(Br)cc1 | 129.3 | 0.4 | 148.9* | 4.47* | -129.3 | 9.7 | -8.5 | 0.1 | 2.3 | 0.9 |
| Cc1ccccc1NC(=O)CSc1nc2n(n1)CCCCC2 | 3.4 | 0.1 | 96.6 | 0.99 | -3.4 | -6.1 | 15.9 | -0.2 | -2.9 | 1.1 |

Other structures follow.
SMILES	APP 5'UTR act	DTT redox prof	STAT1 act	NF-kB expr up	APP transl inh	FLuc inhib CS	G6PDH CS	Hsp70 activator	Efa HMGR inh	FLuc act counter
COc1ccc(N2C(=O)CC(NCc3ccc(F)cc3)C2=O)cc1 (configuration not stated)	6.2	-0.6	97.6	1.12	-6.2	-3.7	10.8	-0.2	-6.0	1
CCN(CC)c1ccc(/C=N/Nc2nc3ccccc3[nH]2)c(O)c1	8.6	-0.2	103.0	2.05	-8.6	38.3	-0.6	-0.5	-5.2	0.6
COc1cc(C)c(Br)cc1S(=O)(=O)N1CCCC1	-0.6	1.1	100.6	1.02	0.6	-4.8	-2.2	-0.3	-1.4	1
CCCCc1ccc(-c2nc(-c3ccncc3)no2)cc1	175.6*	-1.2	116.2	6.99*	-175.6	13.4	14.1	0.1	2.5	0.9
O=C(NCCCN1CCCC1=O)c1nnc(Cc2c(F)cccc2Cl)o1	8.8	0.8	102.6	1.06	-8.8	-1.7	5.0	0.0	-1.2	1
CCn1nnc(-c2ccccc2NC(=O)c2cc(OC)cc(OC)c2)n1	-9.0	2.4	107.6	0.87	9.0	-5.6	4.6	0.5	-3.7	1.1
O=C(NC1=NCCS1)C1CCCCC1	8.6	-0.8	106.7	0.97	-8.6	-5.5	0.4	-0.2	3.8	1.1
CC(C)(C)C(=O)Cn1c(=O)n(-c2ccc(F)cc2F)c(=O)c2sccc21	25.3	-0.2	95.7	1.2	-25.3	-7.3	2.4	0.0	-2.2	1.1
CC(C)NC(=O)CCS(=O)(=O)c1cccc2nonc12	10.5	0.2	108.4	0.92	-10.5	-4.5	3.4	-0.1	-2.5	1
COCCn1c(SCC(=O)NCc2cccs2)nnc1-c1ccc(OC)cc1	-4.4	0.7	97.2	0.98	4.4	-7.8	3.2	-0.3	-2.4	1.1
Nc1nnc(SCC(=O)OCC(=O)NC2CCCCC2)s1	-0.3	0.0	96.8	1.19	0.3	-2.3	4.8	-0.4	-6.2	1
N/C(Cc1ccc(Cl)cc1Cl)=N\OC(=O)c1ccccc1	31.2	-1.1	98.3	1.01	-31.3	-4.8	5.2	-0.1	2.4	1
Cc1onc(-c2ccccc2Cl)c1C(=O)OCN1C(=O)c2ccccc2C1=O	1.1	-3.1	94.0	1.04	-1.1	-3.1	9.7	0.2	0.1	1
CC(O)c1nc2ccccc2n1CC(=O)Nc1ccc(F)cc1Cl (configuration not stated)	0.4	-1.9	97.2	0.92	-0.4	-6.9	3.0	0.1	1.5	1.1
C#CCNC(=O)C1=C[C@@H](c2ccc(Br)cc2)[C@H](CCCO)[C@@H](OCC)O1	11.5	0.5	98.0	0.94	-11.5	-9.4	6.6	-0.1	-1.7	1.1
O=C(CCN1CCc2ccccc2C1)Nc1ccccc1	-1.9	-1.5	97.1	1.29	1.9	-2.0	5.5	0.1	2.7	1
CSCCC1NC2(C(=O)Nc3c2ccc(Cl)c3C)[C@@H]2C(=O)N(C3CCCC3)C(=O)[C@H]12 (some centres not stated)	7.4	-0.1	91.5	0.72	-7.4	-1.2	17.0	-0.1	-3.0	1
O=S1(=O)N=C(Nc2ccc(N3CCOCC3)cc2)c2ccccc21	7.8	0.0	105.4	1.04	-7.8	19.1	1.5	-0.4	-1.2	0.8
O=S(=O)(c1cc(Cl)ccc1Cl)n1cccn1	-7.9	-0.3	97.4	.	7.9	-8.5	24.1	-0.2	2.3	1.1
CCN(CC)S(=O)(=O)c1ccc(-c2nnc(SCC(=O)Nc3cc(OC)cc(OC)c3)o2)cc1	12.3	0.2	100.2	1.02	-12.3	-8.7	9.0	-0.2	2.9	1.1
COc1ccccc1NC(=S)N1CCC(c2nc3cc(C)c(C)cc3[nH]2)CC1	4.9	2.6	98.4	0.77	-4.9	28.5	1.6	-0.2	-2.9	0.7
CN(C(=O)CSc1nnc(-c2cccnc2)n1-c1ccccc1F)C1CCS(=O)(=O)C1 (configuration not stated)	-4.1	-0.3	102.6	1.01	4.1	-1.7	0.2	-0.1	-0.3	1
CCn1c(-c2cc(OC)ccc2OC)csc1=Nc1c(C)n(C)n(-c2ccccc2)c1=O	1.2	0.4	98.4	0.85	-1.2	-3.2	3.3	-0.3	-1.9	1
CCOC(=O)CCNC(C)C1COc2ccccc2O1 (configuration not stated)	-6.0	3.0	105.6	1.23	6.0	-5.9	7.4	-0.5	-1.9	1.1
CO/N=C\C(=N\Nc1ccc(OC)cc1)C(=O)c1ccccc1	-11.3	-0.1	102.3	1.12	11.3	-3.5	2.8	-0.2	1.9	1
Cc1ccc(Oc2ncc(CN3CCOCC3)s2)cc1	5.7	-0.1	106.1	1.73	-5.7	-7.8	6.3	0.1	-1.5	1.1
O=C(C[N+]1(CC#Cc2ccccc2)CCCCC1)c1ccc(Cl)cc1	2.2	-0.9	89.2	0.79	-2.2	-1.3	2.4	-0.2	-2.7	1

Screening results from PubChem.
